Screening results (PubChem BioAssay)
Glioma ERSR ind – ER stress response induction in glioma; U87-MG GRP78 promoter luciferase reporter, 16 h; Potency, µM, inactives show at the highest dose activation, actives largely listed as activators; hit rate 0.02% among 420,000; AID 602332; further: potency means the concentration at half of the fitted maximal effect; series mostly up to about 76 µM; % of control where 0% means no effect; nearly all actives have a fitted effect of over 35% in size
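ERSR induction read as luciferase luminescence (Bright-Glo, 10 min at room temperature) in stably transfected human U87-MG glioma cells exposed to compounds for 16 h, using GRP78 as sensor.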
Pol kappa inh – blocks human DNA polymerase kappa activity | purified Pol kappa, fluorescent DNA synthesis assay, 10 min | Potency, µM (series often up to 107 µM), for inactives: at the top dose activity, negative = inhibition, hits mostly inhibitors | hit rate 0.53% among 400,000; further: potency means the concentration at half of the fitted maximal effect; on the % scale 0 is the no-effect control and ±100 the full control effect
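Inhibition of 10 nM Pol kappa is measured by a fluorescent read-out at 0 and 10 min following addition of 50 nM substrate (final), with a 15-min room-temperature compound preincubation.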
APEX1 inh – blocks human APE1 abasic DNA cleavage. P27695. recombinant APE1, TAMRA/BHQ-2 abasic DNA cleavage fluorescence. Potency, µM (top dose mostly 65.8 µM), inactives show at the highest dose activity change, negative = inhibition, hits mostly inhibitors. hit rate 0.35% among 350,000. AID 2517;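 further: potency means the concentration at half of the fitted maximal effect; plate controls were vehicle for no effect and reference inhibitor for full effect; nearly all actives have a fitted effect of over 55% in size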
Target sequence (P27695 whole entry, looked up): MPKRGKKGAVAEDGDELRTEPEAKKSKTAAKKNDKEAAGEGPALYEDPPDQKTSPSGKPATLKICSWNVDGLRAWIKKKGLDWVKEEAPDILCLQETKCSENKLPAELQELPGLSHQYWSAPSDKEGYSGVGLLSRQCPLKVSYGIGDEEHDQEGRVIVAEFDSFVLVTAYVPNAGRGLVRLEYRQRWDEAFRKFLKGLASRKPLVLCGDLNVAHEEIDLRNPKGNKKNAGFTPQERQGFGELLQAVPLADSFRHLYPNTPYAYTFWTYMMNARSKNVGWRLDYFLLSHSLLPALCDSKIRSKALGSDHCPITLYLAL
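Measures dequenching upon AP-site incision of a 5'-TAMRA/3'-BHQ-2 THF-containing duplex, 50 nM; human APE1 0.75 nM after 15 min room-temperature exposure to compound; kinetic three-point read at one-minute spacing.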
Pol iota inh – inhibitors of human DNA polymerase iota; AID 588590; hit rate 1% among 390,000; Pol iota fluorescent replication assay, 10 min; Potency, µM (titrated, usually from 115 µM), without a hit: top-dose activity, negative = inhibition, hits mostly inhibitors; further: potency means the concentration at half of the fitted maximal effect
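Pol iota at 10 nM preincubated 15 min with compounds at room temperature; reaction started with fluorescent substrate, 50 nM final. Fluorescence read kinetically at 0 and 10 min; buffer-only wells as negative control.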
POLH inh – inhibitors of human DNA polymerase eta; recombinant Pol eta, fluorescent DNA replication assay; AID 588591; Potency, µM (titrated, usually from 114 µM), without a hit: top-dose activity change, negative = inhibition, actives largely listed as inhibitors; hit rate 1.2% among 390,000; further: potency means the concentration at half of the fitted maximal effect; on the % scale 0 is the no-effect control and ±100 the full control effect
Target sequence (Q9Y253 whole entry, looked up): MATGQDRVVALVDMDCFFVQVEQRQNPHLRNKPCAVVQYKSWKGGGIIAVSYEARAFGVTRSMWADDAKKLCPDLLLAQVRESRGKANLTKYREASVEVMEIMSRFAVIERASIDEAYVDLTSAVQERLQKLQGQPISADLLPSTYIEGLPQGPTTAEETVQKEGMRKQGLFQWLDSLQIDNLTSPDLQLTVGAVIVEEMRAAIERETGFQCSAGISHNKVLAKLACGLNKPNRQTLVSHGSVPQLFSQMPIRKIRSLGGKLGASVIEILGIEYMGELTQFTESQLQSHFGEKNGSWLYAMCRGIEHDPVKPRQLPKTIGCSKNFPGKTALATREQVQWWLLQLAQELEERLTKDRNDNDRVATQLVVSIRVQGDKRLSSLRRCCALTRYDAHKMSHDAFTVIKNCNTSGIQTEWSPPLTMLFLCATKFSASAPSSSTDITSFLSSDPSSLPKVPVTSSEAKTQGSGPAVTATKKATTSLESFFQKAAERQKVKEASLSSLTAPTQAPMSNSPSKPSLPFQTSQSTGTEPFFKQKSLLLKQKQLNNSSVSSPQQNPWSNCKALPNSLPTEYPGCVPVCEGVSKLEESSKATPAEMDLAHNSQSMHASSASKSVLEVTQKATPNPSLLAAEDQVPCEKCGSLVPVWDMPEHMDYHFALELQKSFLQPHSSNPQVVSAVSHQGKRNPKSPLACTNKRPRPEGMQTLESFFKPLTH
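Pol eta at 10 nM preincubated with compounds 15 min at room temperature; reaction started with fluorescent substrate (50 nM final) and read kinetically at 0 and 10 min.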
Pol beta inh – DNA polymerase beta (human) inhibition | P06746 | Pol beta primer extension/strand displacement, fluorescence kinetic | Potency, µM (titrated, usually from 114 µM), without a hit: at the top dose activity change, negative = inhibition, hits mostly inhibitors | hit rate 1.3% among 340,000; further: potency means the concentration at half of the fitted maximal effect; on the % scale 0 is the no-effect control and ±100 the full control effect
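Values derive from four-parameter Hill fits of normalized kinetic data: reads at 0 and 10 min following addition of 50 nM substrate to 10 nM Pol beta preincubated 15 min with compound.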
Anesthetic bind – binds horse apoferritin like a general anesthetic. hit rate 0.074% among 350,000. AID 485281. P02791. Potency, µM (series often up to 77.5 µM), for inactives: at the highest dose activity change, negative = displacement, hits mostly inhibitors. apoferritin/1-aminoanthracene competitive binding, fluorescence; further: potency means the concentration at half of the fitted maximal effect; on the % scale 0 is the no-effect control and ±100 the full control effect; nearly all actives have a fitted effect of over 20% in size
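Concentration-response curves derived by four-parameter Hill fitting of normalized fluorescence, where compounds displaced 1-AMA from 10 uM horse apoferritin following a brief 10 min room-temperature incubation; propofol titration acted as positive control.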
LDHA block – inhibitors of human lactate dehydrogenase A | P00338 | activity change, % (values are at about 110 or 230 µM) | purified LDHA, NADH/diaphorase-resazurin fluorescence; stronger effect = lower value | hit rate 0.15% among 480,000; in the data active means activity change below about -30%; inconclusive means mostly about -25% to -30%;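 further: plate controls were DMSO wells for no effect and wells without enzyme for full effect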
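Human LDH5 at 2 nM final in Tris HCl pH 7.4 with 0.06 mM NADH and 0.2 mM pyruvate, reacted 5 minutes at room temperature. Remaining NADH coupled via diaphorase/resazurin; resorufin fluorescence read at 0 and 20 minutes, normalized to enzyme-free and DMSO wells.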
BLM inh – blocks DNA unwinding by human BLM helicase | P54132 | recombinant BLM DNA unwinding, fluorescence dequenching | Potency, µM (series often up to 56.1 µM), for the others: at the highest dose activity change, negative = inhibition, hits mostly inhibitors | hit rate 0.2% among 350,000 | AID 2528;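 further: potency means the concentration at half of the fitted maximal effect; plate controls were vehicle for no effect and no enzyme for full effect; nearly all actives have a fitted effect of over 35% in size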
Numbers without * were called inactive; [ ] = another dose, or the depositor's remark. Unless noted, the call rests on the fitted dose curve; in most records, active means well fitted curve in the direction sought with a large enough effect; inconclusive means small, poorly fitted or top-dose-only effect, or another doubt; inactive means no such curve, though single readings can be large; an effect the other way counts as inactive or inconclusive. Only part of the results is shown; count on the stated rates, not on these rows.

CC(=O)NCCNC(=O)CCCc1nnc2n(CCC(C)C)c(=O)c3sccc3n12 was read as Glioma ERSR ind -1%, Pol kappa inh 6%, Pol iota inh 4%, POLH inh 17%, Pol beta inh 16%, Anesthetic bind -5%, LDHA block -1 and BLM inh 0%.
`CC(=O)Nc1ccc(S(=O)(=O)NCCSCc2c(Cl)cccc2Cl)cc1` gave Glioma ERSR ind -2%, Pol kappa inh -11%, APEX1 inh 9%, Pol iota inh 16%, POLH inh -27%, Pol beta inh 18%, Anesthetic bind -12%, LDHA block -2 and BLM inh -3%.
`CCCn1c(SCC(=O)c2c(N)n(C3CC3)c(=O)[nH]c2=O)nc2cc(S(N)(=O)=O)ccc21` gave Glioma ERSR ind 2%, Pol kappa inh 10%, APEX1 inh 11%, Pol iota inh -9%, POLH inh -15% and LDHA block 0.
CC1CCCN(C(=O)CN2C(=O)C(C)Oc3ccccc32)C1 (centres undefined) was read as Glioma ERSR ind -4%, Pol kappa inh 3%, APEX1 inh 26%, Pol iota inh 24%, POLH inh -17%, Pol beta inh 5%, Anesthetic bind -8%, LDHA block -9 and BLM inh -1%.
Screening COCCNC(=O)CCCn1c(=O)c2cc(OC)c(OC)cc2n(CC(=O)Nc2ccc(C)c(F)c2)c1=O returned Glioma ERSR ind -2%, Pol kappa inh 6%, APEX1 inh 0%, Pol iota inh 22%, POLH inh -19%, Pol beta inh -11%, Anesthetic bind 0%, LDHA block -11 and BLM inh -4%.
For COc1cc(NC(=O)c2cc(CC(C)C)on2)c(OC)cc1Cl the results were Glioma ERSR ind 1%, Pol kappa inh -15%, APEX1 inh -6%, Pol iota inh 7%, POLH inh -19%, Pol beta inh 6%, Anesthetic bind 2%, LDHA block -3 and BLM inh -5%.
Screening Cc1cccc(NC(=O)C(=O)NCC(c2cccnc2)N2CCN(Cc3ccccc3)CC2)c1 (centres undefined) returned Glioma ERSR ind -4%, Pol kappa inh -3%, Pol iota inh 15%, POLH inh -11%, Pol beta inh -27%, Anesthetic bind -10%, LDHA block 5 and BLM inh 0%.
For CS(=O)c1ccccc1-c1nc(-c2cccc(Cl)c2)no1 (centres undefined) the results were Glioma ERSR ind 0%, Pol kappa inh -4%, APEX1 inh 1%, Pol iota inh 70%[activator], POLH inh -10%, Pol beta inh 7%, Anesthetic bind -18%, LDHA block 2 and BLM inh 1%.
`CC/C(=N\NC(=O)c1cc(C2CC2)[nH]n1)c1ccccc1` gave Glioma ERSR ind -11%, Pol kappa inh 0%, APEX1 inh 23%, Pol iota inh -25%, POLH inh 6%, Pol beta inh -11%, Anesthetic bind -11%, LDHA block -10 and BLM inh -6%.
For COc1cc(/C=N/NC(=O)c2cc(C)n(-c3ccc(F)cc3)c2C)cc(OC)c1O the results were Glioma ERSR ind -2%, Pol kappa inh 3%, APEX1 inh -4%, Pol iota inh 12%, POLH inh -16%, Pol beta inh -1%, Anesthetic bind -23%, LDHA block 5 and BLM inh -4%.
For CCOC(=O)C(=CNNc1ccccc1)C(=O)OCC the results were Glioma ERSR ind -4%, Pol kappa inh -9%, APEX1 inh -5%, Pol iota inh 86%[activator], POLH inh -2%, Pol beta inh -29%, Anesthetic bind -7%, LDHA block -2 and BLM inh -5%.
CCC(NC(=O)Nc1ccc(OC)c(OC)c1)c1c(-n2cccc2)sc2c1CCN(C)C2 (centres undefined) was read as Glioma ERSR ind 1%, Pol kappa inh -3%, Pol iota inh -7%, POLH inh -14%, Pol beta inh -23%, Anesthetic bind 5%, LDHA block -5 and BLM inh 1%.
COc1cccc(N2CCN(Cc3nnnn3C3CCCCC3)CC2)c1 was read as Glioma ERSR ind 1%, Pol kappa inh 5%, APEX1 inh 8%, Pol iota inh 16%, POLH inh -11%, Pol beta inh 11%, Anesthetic bind -14%, LDHA block 5 and BLM inh -4%.
For Oc1ccc(C[C@@H]2CNCCN2CCc2cc(C(F)(F)F)cc(C(F)(F)F)c2)cc1 the results were Glioma ERSR ind -13%, Pol kappa inh -13%, APEX1 inh -18%, Pol iota inh inconclusive, POLH inh -16% and LDHA block 2.
`CCC(C)Oc1cccc(OCCCCN2C(=O)NC(C)(C)C2=O)c1` (centres undefined) gave Glioma ERSR ind -3%, Pol kappa inh -9%, APEX1 inh 0%, Pol iota inh -4%[58.9 µM], POLH inh -20%, Pol beta inh 3%, Anesthetic bind -7%, LDHA block -8 and BLM inh -5%.
CC(=O)Nc1ccc(S(=O)(=O)NC(C)C(=O)OCCOc2ccc(F)cc2)cc1 (centres undefined) was read as Glioma ERSR ind 1%, Pol kappa inh -18%, APEX1 inh 9%, Pol iota inh 4%, POLH inh -6% and LDHA block -3.
For CN1C(=O)/C(=C\C(=O)c2cccs2)c2ccccc21 the results were Glioma ERSR ind -13%, Pol kappa inh -1%, APEX1 inh -3%, Pol iota inh 35%[activator], POLH inh -17%, Pol beta inh 10%, Anesthetic bind inconclusive, LDHA block 0 and BLM inh -4%.
`Cc1ccc(C)c(N2CCN(C(=O)CCC(=O)N3CCOc4ccc(Cl)cc43)CC2)c1` gave Glioma ERSR ind -5%, Pol kappa inh -6%, APEX1 inh 55%[activator], Pol iota inh -7%, POLH inh -6%, Pol beta inh inconclusive, Anesthetic bind 53%[activator], LDHA block 0 and BLM inh -6%.
`O=C(COc1coc(CN2CCN(c3ccccc3)CC2)cc1=O)Nc1ccccc1F` gave Glioma ERSR ind -6%, Pol kappa inh -21%, APEX1 inh 5%, Pol iota inh 25%, POLH inh -3% and LDHA block -2.
Nc1ccc(C(=O)Nc2nccs2)cc1 was read as Glioma ERSR ind 2%, Pol kappa inh -15%, APEX1 inh -2%, Pol iota inh -18%, POLH inh -4%, Pol beta inh 8%, Anesthetic bind -2%, LDHA block -6 and BLM inh -11%.
For COc1ccccc1CNC(=O)C(=O)NCC(c1cccnc1)N1CCN(c2ccccc2)CC1 (centres undefined) the results were Glioma ERSR ind -1%, Pol kappa inh -38%, Pol iota inh 1%, POLH inh -17%, Pol beta inh -12%, Anesthetic bind 7%, LDHA block -4 and BLM inh -5%.
Screening CC(=O)Nc1ccc(S(=O)(=O)N2CCC(N3CCCC3)CC2)cc1 returned Glioma ERSR ind -3%, Pol kappa inh 4%, APEX1 inh 35%, Pol iota inh 11%, POLH inh -21%, Pol beta inh 30%, Anesthetic bind -2%, LDHA block -13 and BLM inh 0%.
For O=C(c1ccc([N+](=O)[O-])o1)N1CCCCCC1 the results were Glioma ERSR ind -5%, Pol kappa inh -14%, APEX1 inh 14%, Pol iota inh 4%, POLH inh -2% and LDHA block -5.
Cc1onc(-c2ccccc2)c1C(=O)NCC(O)c1ccccc1 (centres undefined) was read as Glioma ERSR ind -1%, Pol kappa inh -13%, APEX1 inh 6%, Pol iota inh -3%, POLH inh -4%, Pol beta inh 3%, Anesthetic bind -10%, LDHA block -4 and BLM inh -1%.
`CC(C)c1ccc(NS(=O)(=O)c2ccc3nc(-c4ccccc4)[nH]c3c2)cc1` gave Glioma ERSR ind 14%, Pol kappa inh 18%, Pol iota inh 6%, POLH inh -12%, Pol beta inh 10%, Anesthetic bind -21%, LDHA block -4 and BLM inh -2%.
Screening CCC(CC)C(=O)c1c[nH]c(C(=O)NC2CCCCCC2)c1 returned Glioma ERSR ind 0%, Pol kappa inh -6%, APEX1 inh 37%, Pol iota inh -19%, POLH inh -9%, Pol beta inh -14%, Anesthetic bind inconclusive, LDHA block -3 and BLM inh -4%.
Screening Cc1ccc(S(=O)(=O)c2c(C)c(C)c(C)[nH]c2=O)cc1 returned Glioma ERSR ind -1%, Pol kappa inh -8%, APEX1 inh 3%, Pol iota inh 15%, POLH inh 2%, Pol beta inh 15%, Anesthetic bind 1%, LDHA block -2 and BLM inh -2%.
`COc1cc2c(cc1OC)C(c1cccc([N+](=O)[O-])c1)N(C(=O)c1ccc(F)cc1)CC2` (centres undefined) gave Glioma ERSR ind 5%, Pol kappa inh 0%, APEX1 inh -4%, Pol iota inh -13%, POLH inh inconclusive, Pol beta inh 6%, Anesthetic bind inconclusive, LDHA block -2 and BLM inh -7%.
CC(C)CCN(C)c1ccc(/C=N/n2cnnc2)cc1 was read as Glioma ERSR ind 0%, Pol kappa inh -3%, APEX1 inh 4%, Pol iota inh 12%, POLH inh -3%, Pol beta inh 18%, Anesthetic bind -10%, LDHA block 8 and BLM inh -2%.
Screening CCC(C)N(C(=O)COC(=O)CNC(=O)c1sc2ccccc2c1Cl)C1CCS(=O)(=O)C1 (centres undefined) returned Glioma ERSR ind 4%, Pol kappa inh -16%, APEX1 inh 2%, Pol iota inh 4%, POLH inh -7%, Pol beta inh 21%, Anesthetic bind -12%, LDHA block -4 and BLM inh -1%.
`CN(Cc1ccccc1)C(=O)c1ccccc1-c1ccccc1` gave Glioma ERSR ind -2%, Pol kappa inh -10%, APEX1 inh -6%, Pol iota inh 88%[activator], POLH inh 3%, Pol beta inh -11%, Anesthetic bind -9%, LDHA block -3 and BLM inh -2%.
`Cc1ccc(OCC(O)CNC2CCCC2)cc1C` (centres undefined) gave Glioma ERSR ind -4%, Pol kappa inh -2%, APEX1 inh 25%, Pol iota inh 7%, POLH inh -20%, Pol beta inh -1%, Anesthetic bind inconclusive, LDHA block 1 and BLM inh -10%.
Clc1ccc(C(c2ccccc2)c2c[nH]c3ccccc23)s1 (centres undefined) was read as Glioma ERSR ind -11%, Pol kappa inh -3%, Pol iota inh 9%, POLH inh -21%, Pol beta inh 18%, Anesthetic bind -4%, LDHA block 0 and BLM inh 0%.

Filtered by structure: the compounds so far containing a nitro group on carbon (2)
For O=C(c1ccc([N+](=O)[O-])o1)N1CCCCCC1 the results were Glioma ERSR ind -5%, Pol kappa inh -14%, APEX1 inh 14%, Pol iota inh 4%, POLH inh -2% and LDHA block -5.
`COc1cc2c(cc1OC)C(c1cccc([N+](=O)[O-])c1)N(C(=O)c1ccc(F)cc1)CC2` (centres undefined) gave Glioma ERSR ind 5%, Pol kappa inh 0%, APEX1 inh -4%, Pol iota inh -13%, POLH inh inconclusive, Pol beta inh 6%, Anesthetic bind inconclusive, LDHA block -2 and BLM inh -7%.
